HUVEC prolif 384 – inhibitors of HUVEC proliferation, primary screen, cell-based, 384-well; AID 648, 2007; viability, % at 10 µM (by protocol); CellTiter-Glo luminescence, 72 h; stronger effect = lower value; 1.1% of 86,000 active;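 active = viability at or below 30%; inactive = viability above 30%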;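 note: 100% = median luminescence of DMSO-only cell control wells on each plate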
S1P2 blocker – human S1P2 receptor antagonists, primary screen, cell-based; cell-based S1P2 antagonist assay, inhibition at 5 uM; inhibition, % at 5 µM; 0.21% of 97,000 active; in the data active = inhibition above about 45%;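 note: CRE beta-lactamase reporter cells expressing human S1P2 stimulated with S1P; 0% = agonist at EC80 alone and 100% = agonist plus reference antagonist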
Target sequence (O95136 whole entry, looked up): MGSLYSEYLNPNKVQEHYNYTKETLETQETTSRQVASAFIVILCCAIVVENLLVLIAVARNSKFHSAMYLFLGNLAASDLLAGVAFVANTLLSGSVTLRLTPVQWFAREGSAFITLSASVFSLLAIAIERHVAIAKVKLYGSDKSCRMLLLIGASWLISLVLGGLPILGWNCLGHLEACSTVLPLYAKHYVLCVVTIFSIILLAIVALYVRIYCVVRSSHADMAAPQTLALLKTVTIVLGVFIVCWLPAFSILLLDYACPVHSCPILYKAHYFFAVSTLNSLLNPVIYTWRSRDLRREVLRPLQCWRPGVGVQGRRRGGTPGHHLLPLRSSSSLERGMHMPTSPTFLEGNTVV
LYP act – LYP phosphatase activators, primary screen, biochemical, DiFMUP fluorescence, 2 µM. Tyrosine-protein phosphatase non-receptor type 22 (Homo sapiens), Q9Y2R2. recombinant LYP; 0 = plate median, 100 = signal doubled. activation, % at 2 µM. 0.11% of 96,000 active;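 active = activation at 2 µM above a set limit, the mean plus 5 SD, cut at about 37% in these data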
PostGolgi ctrl – growth inhibition of yeast control strain, primary screen, counter-screen for post-Golgi transport modulator project. efflux-deficient yeast background strain, growth absorbance A615, 16 h. inhibition, % at 10 µM. 5% of 98,000 active; in the data active = inhibition above about 30%
sEH act – soluble epoxide hydrolase activators, primary screen, biochemical, human sEH; purified human sEH enzymatic activity, activator screen; activation, % at 2 µM; 0.04% of 91,000 active; AID 717, 2007; in the data active = activation above about 37%; note: values of inactives mirror those of a sister screen read the other way
Target sequence (P34913 whole entry, looked up): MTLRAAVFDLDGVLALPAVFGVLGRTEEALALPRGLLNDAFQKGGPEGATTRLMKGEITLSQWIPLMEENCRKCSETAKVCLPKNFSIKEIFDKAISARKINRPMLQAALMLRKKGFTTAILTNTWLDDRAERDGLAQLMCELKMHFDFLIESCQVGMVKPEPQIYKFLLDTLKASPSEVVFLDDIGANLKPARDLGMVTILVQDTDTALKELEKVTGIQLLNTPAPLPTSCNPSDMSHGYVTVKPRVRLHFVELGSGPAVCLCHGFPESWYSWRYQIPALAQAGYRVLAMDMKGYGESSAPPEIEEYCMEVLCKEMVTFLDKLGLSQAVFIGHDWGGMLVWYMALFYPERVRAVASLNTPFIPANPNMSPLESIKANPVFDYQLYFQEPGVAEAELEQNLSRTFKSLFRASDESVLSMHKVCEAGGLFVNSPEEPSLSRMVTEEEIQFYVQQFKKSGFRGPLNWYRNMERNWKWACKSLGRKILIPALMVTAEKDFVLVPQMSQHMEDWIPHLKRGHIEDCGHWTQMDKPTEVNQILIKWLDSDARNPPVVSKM
S1P2 ag – S1P2 receptor agonists, primary screen, cell-based; Sphingosine 1-phosphate receptor 2 (Homo sapiens), O95136; AID 729, 2007; S1P2-expressing cell line, agonist reporter read-out; 0.46% of 97,000 active; activation, % at 4.5 µM; in the data active = activation above about 16%;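 note: 0% = vehicle low control and 100% = maximal reference agonist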
Lung fibro prol – antiproliferative effect on LL 47 fibroblasts – human, LL 47 cells, CellTiter-Glo luminescence, primary screen; viability, % at 10 µM; LL 47 human lung fibroblast viability, ATP luminescence; stronger effect = lower value; AID 719, 2007; 1.1% of 85,000 active;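 active = viability at or below 50% in the single dose screen; inactive = viability above 50%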;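 note: compound exposure lasted 72 h before the ATP readout; 100% = median luminescence of untreated cell-only wells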
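Signal: luminescent ATP detection, CellTiter-Glo; assay system: LL 47 human lung fibroblasts; input: 1,150 cells/well; incubation: overnight cell rest, 72 h compound treatment at 37 °C; measure: % viability versus median cells-only luminescence; medium: IMEM growth medium with 15% fetal bovine serum; dosing: compound addition at 0.1% DMSO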
sEH inh – soluble epoxide hydrolase inhibitors, primary screen, biochemical, human sEH. Bifunctional epoxide hydrolase 2 (Homo sapiens), P34913. recombinant human sEH enzymatic activity assay. inhibition, % at 2 µM. 0.34% of 91,000 active; in the data active = inhibition above about 80%; note: values of inactives mirror those of a sister screen read the other way; many of its hits are not listed in these tables
H69AR inhibit – proliferation blockers of H69AR lung cancer cells, primary screen, cell-based, human, 86K library. H69AR lung tumor viability, ATP luminescence, 72 h; stronger effect = lower value. viability, % at 10 µM. 6% of 85,000 active;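 active = viability at or below 40%; inactive = viability above 40%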;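 note: multidrug resistant small cell line overexpressing MRP-1 efflux transporter; 100% = mean luminescence of untreated control wells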
The depositor's hits bear a star; x = not tested or not shown. A portion of the library (hit frequency here may not be typical).

SMILES	HUVEC prolif 384	S1P2 blocker	LYP act	PostGolgi ctrl	sEH act	S1P2 ag	Lung fibro prol	sEH inh	H69AR inhibit
CN(C)C(=O)C1OC(C)(C)OC1C(=O)N(C)C (configuration not stated)	104	3	-4	7	4	-7	101	-5	93
Cc1cc(NC(=O)COC(=O)c2ccc(S(=O)(=O)N3CCCc4ccccc43)cc2)no1	68	-13	-9	-13	-20	-6	75	19	23*
COc1cccc2cc(-c3nnc(SCC(=O)Nc4nc(C)cs4)n3C)oc12	92	26	-5	8	2	-7	102	-3	82
COC(=O)c1sc(S(=O)(=O)N2CCN(c3ccccc3)CC2)c(C(=O)OC)c1C	97	-12	0	11	-8	-9	94	11	77
CCOC(=O)Cn1c(C(=O)OCC)cc2sccc21	95	x	x	6	x	x	109	x	103
COc1ccc(CCNC(=O)c2cc(-c3ccc(C)cc3O)n[nH]2)cc1OC	87	-17	0	20	-7	-4	97	5	78
Cc1nn(-c2ccccc2C(=O)O)c(=O)c2ccccc12	109	23	-3	-2	-5	-5	107	0	x
O=C(CNC(=O)c1ccccc1)NCCc1nc2ccccc2[nH]1	107	18	4	7	13	-9	102	-12	89
Cc1cccc(N=C2NC(=O)CS2)c1	86	-9	2	4	2	2	106	-1	94
CCOC(=O)c1c(CN(CC)CC)oc2cc(Br)c(O)cc12	97	-19	-1	11	0	7	97	-1	77
Nc1nc2nonc2nc1N1CCCCC1	104	9	8	1	8	1	107	-9	95
CCOC(=O)C(C(=O)Nc1nccs1)C1CCCCC1 (configuration not stated)	97	1	6	3	-6	-6	97	6	112
COc1ccc(S(=O)(=O)NCC2CCC(C(=O)NCc3ccco3)CC2)cc1 (configuration not stated)	80	-12	6	9	-34	-1	91	35	94
Cc1nc(NC(=O)c2ccco2)sc1-c1csc(Nc2ccc(Cl)cc2Cl)n1	x	-1	-13	27	-18	-4	x	23	x
CC1CCN(S(=O)(=O)c2ccc3ncn(CC(=O)N(C)Cc4ccccc4)c(=O)c3c2)CC1	94	11	5	7	x	-7	101	x	93
Cc1cc(NC(=O)CN2CCOCC2)n(-c2nc3ccccc3s2)n1	70	-40	15	15	9	3	82	-11	94
Cc1ccc(-c2nc(CSCC(=O)N3CCN(c4ccccn4)CC3)c(C)o2)cc1	81	13	-6	13	-11	-12	106	10	80
Cc1oc(-c2ccccc2)cc1C(=O)Nc1ccccc1	100	-2	-7	8	-2	-2	88	1	81
CCOC(=O)c1ccc(NS(=O)(=O)c2ccc3[nH]c(=O)[nH]c3c2)cc1	100	12	-4	17	3	-6	92	1	96
COc1ccc(CCNc2ccncn2)cc1OC	103	-4	14	16	8	-2	95	-8	93
COc1ccccc1CNC(=O)C1CCCN(S(C)(=O)=O)C1 (configuration not stated)	110	-27	-1	6	-10	-1	103	11	98
CCN(CC)S(=O)(=O)c1ccc(N2CCN(S(=O)(=O)c3ccc4c(c3)OCCO4)CC2)nc1	82	-18	-11	12	-4	-1	84	6	81
CCCS(=O)(=O)c1c(S(=O)(=O)CCC)c2c(N)cccn2c1C(=O)c1ccc(F)cc1	101	-7	-7	24	-4	-5	90	3	82
Cc1noc(C)c1S(=O)(=O)N1CCC(C(=O)N2CCN(C(=O)c3ccco3)CC2)CC1	99	-35	8	7	24	1	95	-24	90
CCC1CCCCN1CCCNC(=O)c1ccc2c(=O)n(Cc3ccc(OC)cc3)c(=O)[nH]c2c1 (configuration not stated)	x	-18	6	1	-4	-5	x	1	x

Reprinted from the part before: 5 compounds; new compounds follow.
SMILES	HUVEC prolif 384	S1P2 blocker	LYP act	PostGolgi ctrl	sEH act	S1P2 ag	Lung fibro prol	sEH inh	H69AR inhibit
COc1ccccc1CNC(=O)C1CCCN(S(C)(=O)=O)C1 (configuration not stated)	110	-27	-1	6	-10	-1	103	11	98
CCN(CC)S(=O)(=O)c1ccc(N2CCN(S(=O)(=O)c3ccc4c(c3)OCCO4)CC2)nc1	82	-18	-11	12	-4	-1	84	6	81
CCCS(=O)(=O)c1c(S(=O)(=O)CCC)c2c(N)cccn2c1C(=O)c1ccc(F)cc1	101	-7	-7	24	-4	-5	90	3	82
Cc1noc(C)c1S(=O)(=O)N1CCC(C(=O)N2CCN(C(=O)c3ccco3)CC2)CC1	99	-35	8	7	24	1	95	-24	90
CCC1CCCCN1CCCNC(=O)c1ccc2c(=O)n(Cc3ccc(OC)cc3)c(=O)[nH]c2c1 (configuration not stated)	x	-18	6	1	-4	-5	x	1	x
O=C(NC1CCCCC1)C(c1cccs1)N(C(=O)Cc1c[nH]c2ccccc12)c1ccc(F)cc1 (configuration not stated)	x	-17	1	48*	3	-10	x	-2	x
CC(=O)NCCCc1nc2ccccc2n1Cc1ccccc1C	96	-8	-3	19	18	-2	96	-21	89
Nc1c(Br)cc(Br)c(N2CCCC2=O)c1Br	86	x	x	3	x	x	89	x	80
O=C(O)c1ccccc1COc1ccccc1Cl	74	26	7	2	-5	-4	106	4	92
CCC1SC2=NC(C)=C(C(=O)OC)C(c3ccc(C(=O)OC)cc3)N2C1=O (configuration not stated)	102	-1	2	0	-5	-9	99	5	105
COc1ccc(/C=C/C(=O)NCc2c(C)nn(C)c2C)cc1COc1ccc(Br)cc1	x	12	19	15	1	-6	x	-2	x
CC(=O)NC(CCS(C)(=O)=O)C(=O)Nc1nc(C)cs1 (configuration not stated)	104	-16	-5	x	-5	0	100	6	83
COc1ccc(CN2CC(C(=O)NCCc3ccc(C)cc3)CC2=O)cc1 (configuration not stated)	102	8	7	9	-23	-3	102	21	103
O=C(Nc1ccc(N2C(=O)C3C4C=CC(C4)C3C2=O)cc1)Nc1cccnc1 (configuration not stated)	99	11	2	15	-13	-3	98	13	76
CCOC(=O)c1c(NC(=O)c2cccs2)sc2c1CCN(C(=O)OCC)C2	90	18	-8	18	0	-6	94	1	56
Cc1cccc(-n2c(-c3csc(C(C)C)c3)n[nH]c2=S)c1	x	-11	4	20	20	-7	x	-17	x
CC1(C)Oc2nc3ccccc3n2/C1=C\C#N	100	-20	12	x	4	-7	101	1	111
O=S(=O)(N/N=C\c1c(F)cccc1Cl)c1ccc(Cl)cc1	x	-11	-2	13	18	-2	x	-18	x
COc1cc(CNCCC2CCOC(C)(C)C2)ccc1O (configuration not stated)	109	9	3	13	x	-5	101	x	89
CCCNC(=O)C1CCN(S(=O)(=O)c2c(C)noc2/C=C\c2ccc(OC)cc2)CC1	74	23	-5	7	1	-6	91	3	90
O=C(O)c1ccc(-c2ccccc2Cl)o1	90	-12	5	0	-2	-6	100	1	99
Cc1cc(C(C)(C)C)oc1C(=O)N(CC(=O)NC1CCCC1)c1ccc(F)cc1	x	0	-16	13	-40	-2	x	40	x
Cc1ccc(C(=O)CSc2nnc(-c3ccccc3)n2-c2ccccc2)o1	125	17	4	x	0	-6	101	-1	81
CCOC(=O)CC(=O)CSc1[nH]c(=O)cc(C)c1C#N	101	-24	4	16	2	1	103	0	94
CC(NC(=O)c1ccccc1NC(=O)c1ccco1)C(=O)O (configuration not stated)	89	8	-3	-2	3	-10	98	-1	89
CCOc1ccc(C(F)(F)F)cc1NC(=O)c1ccc(OC)c([N+](=O)[O-])c1	x	11	8	-3	3	-5	x	-2	x
CC(=O)Nc1ccc(NC(=O)CSCCc2ccccn2)cc1	94	15	-6	-5	-1	-6	105	4	90
O=C(Cc1ccccc1)N/N=C/C=C/c1cccc([N+](=O)[O-])c1	x	33	2	-6	-10	-4	x	12	x
CCOC(=O)C1CCN(c2c(NCCCN(CC)Cc3ccccc3)c(=O)c2=O)CC1	92	20	-3	1	2	-2	95	-1	101
COCc1nnc(NC(=O)c2ccco2)s1	97	2	-2	6	6	-2	103	-2	109
SMILES	HUVEC prolif 384	S1P2 blocker	LYP act	PostGolgi ctrl	sEH act	S1P2 ag	Lung fibro prol	sEH inh	H69AR inhibit
COc1ccc2[nH]cc(CCN3C(=O)CCC3=O)c2c1	94	-15	5	-2	13	-2	103	-11	94
Cc1cc(Nc2ncc(Cl)cc2Cl)n[nH]1	99	10	-10	3	-4	-4	102	2	96
COc1cccc(C2CC(c3cccc(Br)c3)n3nc(N)nc3N2)c1 (configuration not stated)	94	x	x	-4	x	x	103	x	98
O=C(CN1C(=O)c2ccccc2C1=O)OC(C(=O)c1ccc(Cl)cc1)c1ccccc1 (configuration not stated)	x	7	-8	0	1	-6	x	-2	x
CCCCCC(=O)Nc1cccc(-c2nc3ncccc3o2)c1	88	2	-2	9	-8	-2	108	8	82
CCCc1nc2scc(-c3ccc(C)cc3)c2c(=O)n1N	107	6	4	13	4	-3	108	-4	46
Cc1cc(C)nc(NC(=O)c2c(-c3ccccc3Cl)noc2C)n1	92	3	0	4	7	-1	101	-9	99
O=C1c2ccsc2SCCN1Cc1ccc(Cl)cc1Cl	101	-7	11	5	1	-2	95	-4	99
O=C(COC(=O)c1cc([N+](=O)[O-])ccc1NCc1ccccc1)NC1CCCc2ccccc21 (configuration not stated)	72	-16	-9	8	-17	-5	56	18	38*
CCC1=NC(c2ccccc2Cl)N(O)C1(C)C (configuration not stated)	107	-20	6	-1	3	-4	96	-3	62
O=C(CN1CCCC1)Nc1ccccc1Cl	99	-43	-4	21	1	-2	105	1	97
Cc1cc(Cl)c(S(=O)(=O)N2CCN(c3ccccc3)CC2)cc1OCC(N)=O	92	-3	5	x	4	-3	91	-4	100
CN(C)c1cccc(NC2=CC(=[N+]3CCOCC3)CC(C)(C)C2)c1	100	-5	3	-4	6	0	95	-4	84

Compound profiles, from the list above.
COc1ccc2[nH]cc(CCN3C(=O)CCC3=O)c2c1 in the list: HUVEC prolif 384: 94; S1P2 blocker: -15; LYP act: 5; PostGolgi ctrl: -2; sEH act: 13; S1P2 ag: -2; Lung fibro prol: 103; sEH inh: -11; H69AR inhibit: 94
CCCCCC(=O)Nc1cccc(-c2nc3ncccc3o2)c1 in the list: HUVEC prolif 384: 88; S1P2 blocker: 2; LYP act: -2; PostGolgi ctrl: 9; sEH act: -8; S1P2 ag: -2; Lung fibro prol: 108; sEH inh: 8; H69AR inhibit: 82

Screens from PubChem BioAssay.
